rTrxR1 inhibitor: blocks rat thioredoxin reductase 1 | O89049 | recombinant rTrxR1, NADPH fluorescence consumption, selenite substrate | Potency, µM (highest dose often 114 µM), for the others: at the top dose activity change, negative = inhibition, hits mostly inhibitors | hit rate 1% among 390,000 | AID 588453; also: potency is read from the fitted curve at half-maximal effect; % is scaled to controls: 0 for no effect and ±100 for the full control effect; nearly all actives have a fitted effect of over 65% in size
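Rat TrxR1 (90 nM in the dispensed reagent) was pre-reduced with 400 uM NADPH for 5 min at room temperature, then incubated with compound for 15 min. After 400 uM selenite was added, NADPH fluorescence (Ex 340/Em 450 nm) was followed for 8 min.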
Vif-A3G inh: blocks the Vif interaction with human APOBEC3G; AID 602310; HeLa A3G-eYFP + Vif (tagged APOBEC3G with the HIV-1 protein that degrades it), YFP fluorescence, overnight; Potency, µM (series often up to 46.1 µM), for the others: at the highest dose activity, negative = active, most hits filed as inhibitors; hit rate 0.076% among 410,000; Q9HC16;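 also: potency is read from the fitted curve at half-maximal effect; % is scaled to controls: 0 for no effect and ±100 for the full control effect; nearly all actives have a fitted effect of over 60% in size; hits raise eYFP signal because A3G escapes Vif-driven loss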
Target sequence (Q9HC16 whole entry, looked up): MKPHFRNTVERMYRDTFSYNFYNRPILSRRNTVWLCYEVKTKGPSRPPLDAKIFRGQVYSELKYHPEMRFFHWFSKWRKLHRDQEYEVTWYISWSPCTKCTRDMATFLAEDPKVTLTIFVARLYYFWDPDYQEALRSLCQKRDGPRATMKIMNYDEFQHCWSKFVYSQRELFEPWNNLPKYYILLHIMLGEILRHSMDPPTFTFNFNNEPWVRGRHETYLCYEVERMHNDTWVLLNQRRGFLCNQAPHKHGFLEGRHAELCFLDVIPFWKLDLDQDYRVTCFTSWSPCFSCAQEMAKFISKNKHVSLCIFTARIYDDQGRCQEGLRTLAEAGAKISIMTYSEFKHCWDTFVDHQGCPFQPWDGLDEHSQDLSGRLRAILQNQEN
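HeLa cells stably expressing Vif and C-terminally eYFP-tagged A3G, seeded overnight at 37 deg C, then exposed to compound by pintool overnight at 37 deg C. Rise in yellow fluorescence (Ex 488/Em 500-530, Acumen) marks blocked Vif-driven A3G degradation.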
TrxR1 substrate: is turned over as a substrate by rat TrxR1 | O89049 | purified TrxR1 substrate turnover, NADPH consumption readout | Potency, µM (series often up to 114 µM), for inactives: at the top dose activity change, negative = substrate turnover | hit rate 0.01% among 390,000 | AID 588456; also: potency is read from the fitted curve at half-maximal effect; % is scaled to controls: 0 for no effect and ±100 for the full control effect; nearly all actives have a fitted effect of over 50% in size
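Rat TrxR1, dispensed at 90 nM, was prereduced with 400 uM NADPH (final) for 5 min at ~22 deg C, then incubated with compound 15 min before 400 uM selenite. A first-read NADPH fluorescence drop versus no-compound background flagged substrates.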
Vif-APOBEC3F blk: blocks the Vif interaction with APOBEC3F; HeLa A3F-eYFP + Vif (tagged APOBEC3F with the HIV-1 protein that degrades it), YFP fluorescence increase; Potency, µM (top dose mostly 46.1 µM), without a hit: top-dose activity, negative = active; hit rate 0.2% among 390,000; AID 602313; also: potency is read from the fitted curve at half-maximal effect; % of control where 0% means no effect; nearly all actives have a fitted effect of over 65% in size
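HeLa cells stably expressing Vif plus C-terminally eYFP-tagged A3F were seeded, incubated overnight at 37 deg C, dosed with compound, incubated overnight again at 37 deg C. Yellow fluorescence (Ex 488/Em 500-530) reported blocked Vif-mediated A3F-eYFP degradation.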
mIDH1 inhibitor: inhibitors of human mutant IDH1 R132H; hit rate 0.093% among 390,000; O75874; IDH1-R132H enzyme, NADPH consumption, diaphorase/resazurin fluorescence; Potency, µM (doses to about 76.6 µM), inactives show at the top dose activity change, negative = inhibition, usual class: inhibitors; also: potency is read from the fitted curve at half-maximal effect; % is scaled to controls: 0 for no effect and ±100 for the full control effect; nearly all actives have a fitted effect of over 65% in size
Target sequence (O75874 whole entry R132H, stated change not applied): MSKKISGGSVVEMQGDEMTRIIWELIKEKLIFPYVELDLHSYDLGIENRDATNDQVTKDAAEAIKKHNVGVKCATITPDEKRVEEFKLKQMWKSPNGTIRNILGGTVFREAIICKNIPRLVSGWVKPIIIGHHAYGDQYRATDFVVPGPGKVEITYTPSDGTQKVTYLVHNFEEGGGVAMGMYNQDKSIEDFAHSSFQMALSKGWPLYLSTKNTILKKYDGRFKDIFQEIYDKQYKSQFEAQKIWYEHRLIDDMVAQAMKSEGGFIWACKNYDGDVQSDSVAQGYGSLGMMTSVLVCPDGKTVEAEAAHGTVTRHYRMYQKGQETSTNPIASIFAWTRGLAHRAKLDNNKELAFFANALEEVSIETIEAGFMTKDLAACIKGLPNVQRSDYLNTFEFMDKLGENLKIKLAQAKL
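IDH1-R132H (0.5 ug/mL) preincubated 30 min with compound, then NADPH (0.016 mM) and alpha-KG (2 mM) added; 80 min at RT, pH 7.5. Remaining NADPH coupled via diaphorase/resazurin to fluorescence (540/590 nm); concentration-response curves normalized to no-enzyme control.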
LDHA inh: blocks human lactate dehydrogenase A | P00338 | purified LDHA, NADH/diaphorase-resazurin fluorescence; hits give low values | activity change, % (values are at about 110 or 230 µM) | hit rate 0.15% among 480,000 | AID 1347041; in the data active = activity change below about -30%; inconclusive = mostly about -25% to -30%;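 also: plate controls were DMSO wells for no effect and wells without enzyme for full effect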
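Human LDH5 at 2 nM final in Tris HCl pH 7.4 with 0.06 mM NADH and 0.2 mM pyruvate, reacted 5 minutes at room temperature. Remaining NADH coupled via diaphorase/resazurin; resorufin fluorescence read at 0 and 20 minutes, normalized to enzyme-free and DMSO wells.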
USP1-UAF1 inh: USP1/UAF1 (human) deubiquitinase inhibition; recombinant USP1/UAF1, Ub-Rhodamine cleavage fluorescence; Potency, µM (top dose mostly 57.1 µM), without a hit: top-dose activity change, negative = inhibition, hits mostly inhibitors; hit rate 0.23% among 390,000; AID 743255; also: potency is read from the fitted curve at half-maximal effect; % is scaled to controls: 0 for no effect and ±100 for the full control effect; nearly all actives have a fitted effect of over 60% in size; inactives centre near -12
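Step one: compound is pinned into 1nM USP1/UAF1 in HEPES pH 7.8 buffer with TCEP. Step two: 15 min room-temperature incubation. Step three: Ub-Rho (150nM final) starts cleavage, tracked by fluorescence over six one-minute reads.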
RGS4 inhibitor: blocks human RGS4-accelerated GTP hydrolysis; Potency, µM (series often up to 114 µM), inactives show at the highest dose activity change, negative = inhibition, hits mostly inhibitors; Transcreener GDP fluorescence polarization, RGS4-accelerated GTP hydrolysis; P49798; hit rate 0.039% among 390,000; also: potency is read from the fitted curve at half-maximal effect; % is scaled to controls: 0 for no effect and ±100 for the full control effect; nearly all actives have a fitted effect of over 75% in size; some results filed as inactive show a strong effect at the top dose
Target sequence (P49798 whole entry, looked up): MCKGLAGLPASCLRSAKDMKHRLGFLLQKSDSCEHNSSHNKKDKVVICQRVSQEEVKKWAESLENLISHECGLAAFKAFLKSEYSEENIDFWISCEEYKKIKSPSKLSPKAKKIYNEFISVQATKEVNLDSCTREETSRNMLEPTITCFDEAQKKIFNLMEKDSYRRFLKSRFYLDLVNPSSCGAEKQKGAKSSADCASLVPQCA
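MLSMR compounds (23 nl, pin-transferred) preincubated 10 min at room temperature with a 500nM (2x) first reagent, then RGS4 at 900nM (2x) plus Transcreener GDP mix added; fluorescence polarization (620/688 nm) read before and after 90 min at 30 °C.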
Glioma ERSR ind: induces the endoplasmic reticulum stress response in human glioma cells. U87-MG GRP78 promoter luciferase reporter, 16 h. Potency, µM, for inactives: at the highest dose activation, actives largely listed as activators. hit rate 0.02% among 420,000. AID 602332; also: potency is read from the fitted curve at half-maximal effect; series mostly up to about 76 µM; % of control where 0% means no effect; nearly all actives have a fitted effect of over 35% in size
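Stably transfected U87-MG glioma cells carrying a GRP78-based luciferase sensor; 16 h compound incubation. Luminescence end-point read 10 min after Bright-Glo addition at room temperature.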
The depositor's hits bear a star; ? = inconclusive; [ ] = dose if it differs, or a comment. Unless noted, calls follow the shape of the dose curve; as a rule, active = well fitted curve in the direction sought with a large enough effect; inconclusive = small, poorly fitted or top-dose-only effect, or another doubt; inactive = no such curve, though single readings can be large; an effect the other way counts as inactive or inconclusive.

SMILES | rTrxR1 inhibitor | Vif-A3G inh | TrxR1 substrate | Vif-APOBEC3F blk | mIDH1 inhibitor | LDHA inh | USP1-UAF1 inh | RGS4 inhibitor | Glioma ERSR ind
O=C(NCC(c1ccco1)N1CCN(c2ccccc2)CC1)C(=O)NC1CCCCC1 (stereo not given) | 15% | 6% | -1% | 9% | 5% | -4 | -18% | -24% | -4%
Cc1cccc(-c2nc3ccccc3c(=O)n2N)c1 | -2% | -2% | -9% | -2% | 6% | -4 | 5% | 32% | 4%
Cc1ccc([C@@H]2C3COCC=C3C(C#N)=C(N)C2(C#N)C#N)o1 (stereo not given in full) | 7.9µM* | -4% | 19% | -1% | ? | 22 | 32µM* | -11% | -1%
O=C(NC1CCN(C(=O)Nc2cccc(F)c2)CC1)c1ccco1 | 24% | 1% | 2% | -1% | 9% | -6 | -7% | 29% | 1%
O=C(Nc1ccccc1)c1ccc(=O)n(Cc2cccc(Cl)c2)c1 | 14%[57.1 µM] | 0% | -6% | -30% | 11% | -1 | ? | 8% | -3%
O=C(Nc1cccc(F)c1)c1ccc(S(=O)(=O)N2CCOCC2)cc1 | -5% | 1% | -5% | 2% | -3% | -2 | -16% | 11% | -5%
CC(C)c1nc(SCC(=O)c2ccc(F)cc2)c2ccccc2n1 | 29% | -7% | -7% | -3% | 12% | 0 | -4% | -24% | -4%
Cc1ccc(NC(=O)CNC(=O)c2ccc(C)s2)nc1 | 16% | 3% | 8% | -10% | 4% | -4 | -17% | 7% | -3%
COc1cc(NC(=O)CSc2nc3cc(C)ccc3cc2C)c(C(=O)O)cc1OC | -16% | -2% | -11% | 0% | 2% | -8 | -15% | -17% | -4%
COc1ccc(OCC(=O)N/N=C\c2ccco2)cc1 | 12%[57.1 µM] | -5% | -2% | -6% | -1% | 1 | -14% | 6% | 1%
Cc1ccc(N(Cc2cccs2)C(=O)c2ccccc2[N+](=O)[O-])cc1 | 18% | 3% | -3% | -2% | -11% | 5 | -23% | -7% | 0%
Cn1ccnc1C(O)c1ccco1 (stereo not given) | 8% | 1% | 10% | 0% | 16% | -1 | ? | 12% | 2%

An excerpt from above in order of molar mass, lowest first:
SMILES | rTrxR1 inhibitor | Vif-A3G inh | TrxR1 substrate | Vif-APOBEC3F blk | mIDH1 inhibitor | LDHA inh | USP1-UAF1 inh | RGS4 inhibitor | Glioma ERSR ind
Cn1ccnc1C(O)c1ccco1 (stereo not given) | 8% | 1% | 10% | 0% | 16% | -1 | ? | 12% | 2%
Cc1ccc(NC(=O)CNC(=O)c2ccc(C)s2)nc1 | 16% | 3% | 8% | -10% | 4% | -4 | -17% | 7% | -3%
O=C(Nc1ccccc1)c1ccc(=O)n(Cc2cccc(Cl)c2)c1 | 14%[57.1 µM] | 0% | -6% | -30% | 11% | -1 | ? | 8% | -3%
CC(C)c1nc(SCC(=O)c2ccc(F)cc2)c2ccccc2n1 | 29% | -7% | -7% | -3% | 12% | 0 | -4% | -24% | -4%
Cc1ccc(N(Cc2cccs2)C(=O)c2ccccc2[N+](=O)[O-])cc1 | 18% | 3% | -3% | -2% | -11% | 5 | -23% | -7% | 0%

Further structures.
SMILES | rTrxR1 inhibitor | Vif-A3G inh | TrxR1 substrate | Vif-APOBEC3F blk | mIDH1 inhibitor | LDHA inh | USP1-UAF1 inh | RGS4 inhibitor | Glioma ERSR ind
Cc1nn(-c2cccc(Cl)c2)nc1C(=O)Nc1cccc(C(=O)NC2CC2)c1 | 26% | -3% | 19% | -6% | 4% | -6 | -10% | -18% | -3%
Cc1ccc2cc(/C=C3\N=C(c4ccccc4)OC3=O)c(N3CCOCC3)nc2c1 | 1% | 5% | 0% | 2% | 5% | 1 | -12% | -22%[11.4 µM] | -5%
COC(=O)c1ccsc1NC(=O)c1ccccc1 | 28% | -6% | 4% | -9% | -3% | 1 | -18% | -7% | -2%
COCCN(Cc1ccco1)C(=O)c1cc2c(Cl)nc3ccc(C)cc3c2s1 | -4% | 3% | 7% | 4% | 7% | -6 | -12% | -4% | -5%
C#CCSc1nc2sc3c(c2c(=O)n1-c1cccc(OC)c1)CCN(C(C)=O)C3 | ? | 1% | -7% | -1% | ? | -4 | -20% | -47% | 1%
CC(/C=C1\SC(=S)N(NS(=O)(=O)c2ccccc2)C1=O)=C\c1ccccc1 | -10% | 1% | -9% | 10% | 1% | 3 | ? | ? | 2%
CC(NC(=O)CSc1nnc(COc2ccccc2)o1)c1ccccc1 (stereo not given) | 2%[57.1 µM] | 1% | -4% | -3% | -4% | -1 | -7% | -6% | -3%
COc1cc(OC)cc(-c2nc(-c3cccc(C)c3)no2)c1 | 20% | -2% | -1% | -6% | 9% | -1 | -11% | -6% | 0%
C=C(C)COc1ccc(-c2n[nH]c(C)c2-c2ccccc2OC)c(O)c1 | 0% | -10% | -9% | -2% | 9% | -3 | -30% | 2% | -2%
COc1cc(OC)c(NC(=O)Cn2c(SCc3ccccc3F)nc3cccnc32)cc1Cl | 17% | 3% | 3% | 1% | -10% | -3 | 4% | 1% | -1%
Nc1nnnn1/N=C/c1cccc(Oc2ccccc2)c1 | -7% | -1% | -6% | 5% | -1% | -3 | -12% | -14% | 12%
O=C(O)CCC(=O)OCC1CCCCC1 | 9% | 1% | 3% | -6% | 1% | 2 | -10% | -4% | -3%
C=CCn1c(CSCc2ccccc2)nnc1SCC(=O)NCc1ccccc1 | -8% | 4% | -10% | 3% | 0% | -6 | 2% | -7% | -5%
O=C(COC(=O)c1ccccc1OCc1ccccc1Cl)NCC1CCCO1 (stereo not given) | -8% | 4% | -11% | 3% | 0% | -1 | -22% | -1% | 1%
Cc1ccc(S(=O)(=O)n2oc(=O)c(C3CCCCC3)c2N)cc1 | -18% | 3% | -11% | 0% | 2% | -11 | -13% | 6% | -2%
Cc1csc(NC(=O)c2ccc3c(c2)OCO3)n1 | 10% | 0% | -2% | 2% | 4% | -6 | -12% | 5% | -8%
COc1ccc(NC(=O)CCc2c(C)nc3c(c2C)c(=O)n(C)c(=O)n3C)cc1OC | 29% | 6% | 4% | 4% | -6% | 1 | ? | -7% | -3%
CSc1ccccc1C(=O)Nc1cc(C)ccc1C | 27% | 3% | -1% | -7% | 1% | -9 | -7% | 19% | -1%
CC(C)c1ccc(C(=O)NCCCN2CCN(CCCNC(=O)c3ccc(C(C)C)cc3)CC2)cc1 | -11% | 4% | -7% | -1% | 3% | 3 | -13% | -14% | -8%
O=C(COC(=O)[C@@H]1CC(O)CN1S(=O)(=O)c1ccc2c(c1)OCCO2)Nc1ccccc1F (stereo not given in full) | 6%[57.1 µM] | 0% | 1% | -2% | 0% | 0 | -10% | -19% | -2%
CC[C@@H]1C=C(C(=O)O)[C@H](c2ccc(C#N)cc2)N1S(=O)(=O)c1ccc(C)cc1 | 13% | 2% | -1% | 3% | 13% | -5 | -17% | 0% | -2%
CC(C)Cc1nn2c(=O)cc(COC(=O)c3ccccc3NC(=O)c3cccs3)nc2s1 | 12%[57.1 µM] | 1% | 1%[57.1 µM] | 0% | -23% | -12 | -8% | 7% | -3%
CCN(CC)c1ncnc2c1cnn2C | 25% | -1% | 14% | -13% | 4% | -3 | -9% | 8% | -3%
CCCCc1ccc(CC(=O)O)cc1 | -9% | 1% | -12% | -1% | -1% | -9 | 4% | ? | -5%

A different layout for part of the listing above:
Fields: rTrxR1 inhibitor | Vif-A3G inh | TrxR1 substrate | Vif-APOBEC3F blk | mIDH1 inhibitor | LDHA inh | USP1-UAF1 inh | RGS4 inhibitor | Glioma ERSR ind
COc1ccc(NC(=O)CCc2c(C)nc3c(c2C)c(=O)n(C)c(=O)n3C)cc1OC
 : 29% | 6% | 4% | 4% | -6% | 1 | ? | -7% | -3%
CC(C)c1ccc(C(=O)NCCCN2CCN(CCCNC(=O)c3ccc(C(C)C)cc3)CC2)cc1
 : -11% | 4% | -7% | -1% | 3% | 3 | -13% | -14% | -8%
Cc1ccc(S(=O)(=O)n2oc(=O)c(C3CCCCC3)c2N)cc1
 : -18% | 3% | -11% | 0% | 2% | -11 | -13% | 6% | -2%

Continuation.
SMILES | rTrxR1 inhibitor | Vif-A3G inh | TrxR1 substrate | Vif-APOBEC3F blk | mIDH1 inhibitor | LDHA inh | USP1-UAF1 inh | RGS4 inhibitor | Glioma ERSR ind
O=C1CCCc2[nH]c(=O)c(-c3nc(-c4cccc([N+](=O)[O-])c4)cs3)cc21 | 20% | -1% | -1% | -9% | 3% | 3 | -1% | -3% | 1%
Cc1ccccc1CS(=O)(=O)CC(O)CN1CCCC1=O (stereo not given) | 6% | 1% | -5% | 3% | 1% | -6 | -5% | 8% | -2%
Cc1c(C(=O)Nc2cccc(Cl)c2)oc2ccc(S(=O)(=O)N3CCOCC3)cc12 | 3%[57.1 µM] | -5% | -2%[57.1 µM] | 5% | -5% | -4 | 4% | -29% | -3%
CN(c1ccccc1)c1ccc(/C=C(/CCC(=O)O)c2nc3ccccc3s2)cc1[N+](=O)[O-] | 3% | 4% | 4% | 13% | 5% | -11 | ? | ? | -3%

These rows are one share of the data; the hit share may differ from the screen's.
